High-throughput results from PubChem.
dFosB act: enhances mouse delta FosB homodimer DNA binding; activation, % at 25 µM; purified delta FosB, TAMRA-CDK5 oligo fluorescence polarization; percent of positive-control signal above neutral wells; 340,000 compounds, 0.99% hits; AID 493131;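 active means mean activation above about 17%, with every replicate also reaching it, limit read from the data, passing the limit was not always enough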;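 further: fluorescence polarization rise as delta FosB binds a TAMRA Cdk5 AP-1 oligo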
Target sequence (P13346 whole entry, looked up): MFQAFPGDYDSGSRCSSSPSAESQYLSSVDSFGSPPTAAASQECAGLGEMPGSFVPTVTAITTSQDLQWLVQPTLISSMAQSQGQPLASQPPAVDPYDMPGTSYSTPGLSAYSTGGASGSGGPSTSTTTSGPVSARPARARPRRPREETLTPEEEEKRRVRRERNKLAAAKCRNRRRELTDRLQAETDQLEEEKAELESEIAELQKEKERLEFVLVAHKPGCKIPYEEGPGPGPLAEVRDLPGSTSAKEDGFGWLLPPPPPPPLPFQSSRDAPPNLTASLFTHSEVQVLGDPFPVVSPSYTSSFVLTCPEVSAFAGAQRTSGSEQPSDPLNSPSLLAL
Keap1-Nrf2 PPI: inhibitors of human Keap1-Nrf2 protein-protein interaction; inhibition, % at 9.4 µM; Q14145; Keap1 Kelch-Nrf2 peptide fluorescence polarization, 1536-well; AID 504523; 340,000 compounds, 0.15% hits; in the data active means inhibition above about 12%;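 further: human Keap1 Kelch domain with fluorescein labeled Nrf2 9mer peptide probe; 0% = neutral control wells and 100% = peptide positive control; higher means more block of Keap1 binding to Nrf2 peptide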
SUMO Mot1 rescue: SUMOylation pathway inhibition by Mot1-301 growth rescue | S. cerevisiae Mot1-301 growth rescue, ATP luminescence, 38.5C; percent above DMSO median, 100 means doubled | 320,000 compounds, 1% hits | growth rescue, % at 18.8 µM | AID 2716;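 active means every valid replicate shows activation above 250% relative to neutral control wells; inactive means the rest, any valid replicate at or below 250%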;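 further: OY570 slx delta 5 strain wells were the positive control but not used for scaling; some compounds called inactive have numbers as strong as hits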
CDK5 inh: inhibitors of human CDK5/p35 kinase; Q00535+Q15078; Recombinant CDK5/p35, ADP-Glo luminescence, 60 min; inhibition, % at 10 µM; 330,000 compounds, 0.01% hits; AID 488839;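 active means highest replicate inhibition of at least 50% and at least 75% of replicates reaching 50%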;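 further: plate controls were DMSO neutral control for no effect and GW8510 at 10 µM for full effect; many of its hits are not listed in these tables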
Target sequence (Q00535 whole entry, looked up): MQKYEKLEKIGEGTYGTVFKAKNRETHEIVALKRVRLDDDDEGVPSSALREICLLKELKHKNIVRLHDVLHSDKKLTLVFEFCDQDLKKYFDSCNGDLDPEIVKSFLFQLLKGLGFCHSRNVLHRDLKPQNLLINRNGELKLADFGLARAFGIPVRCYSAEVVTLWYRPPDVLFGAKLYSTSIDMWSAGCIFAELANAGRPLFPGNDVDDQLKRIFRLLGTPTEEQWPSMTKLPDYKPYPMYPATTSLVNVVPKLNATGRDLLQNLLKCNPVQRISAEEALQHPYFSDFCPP
Target sequence (Q15078 whole entry, looked up): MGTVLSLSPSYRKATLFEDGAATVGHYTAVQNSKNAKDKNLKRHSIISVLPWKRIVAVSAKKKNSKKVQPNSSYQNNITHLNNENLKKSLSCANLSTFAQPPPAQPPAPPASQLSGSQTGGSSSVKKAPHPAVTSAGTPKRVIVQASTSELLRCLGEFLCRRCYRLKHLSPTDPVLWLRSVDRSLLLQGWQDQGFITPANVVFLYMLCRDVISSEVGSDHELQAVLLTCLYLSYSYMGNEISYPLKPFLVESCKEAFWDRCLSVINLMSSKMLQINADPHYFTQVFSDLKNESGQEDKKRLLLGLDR
Rtt109 Vps75: blocks Candida albicans Rtt109/Vps75 acetyltransferase activity; purified Rtt109/Vps75, ThioGlo CoA-SH fluorescence, 4 h; inhibition, % at 34.9 µM; 330,000 compounds, 0.16% hits;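 active means inhibition of at least 50% in every replicate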
PvdQ acylase: P. aeruginosa PvdQ acylase inhibition; inhibition, % at 10 µM; 340,000 compounds, 0.063% hits; purified PvdQ acylase, fluorescence plate reader; AID 488965; in the data active means inhibition above about 30%, passing the limit was not always enough;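 further: 0% = vehicle neutral wells and 100% = reference inhibitor wells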
NSD2 HMT inh: NSD2 (human) methyltransferase inhibition; O96028; NSD2 peptide methylation, AlphaScreen, 120 min; inhibition, % at 12.5 µM; 310,000 compounds, 0.54% hits; AID 743445; in the data active means inhibition above about 50%
PfHsp90 set2: inhibits growth of yeast expressing Plasmodium falciparum Hsp90 | S. cerevisiae expressing PfHsp90, BacTiter-Glo ATP, 48 h; yeast lacking PDR1 and PDR3 efflux regulators | inhibition, % at 9.4 µM | 310,000 compounds, 0.32% hits;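 active means every replicate shows inhibition above about 80%, whatever the replicate mean, limit read from the data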;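 further: 0% = DMSO neutral controls and 100% = 20 µM radicicol positive controls; yeast relying on Plasmodium falciparum Hsp90 in place of its own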
RTF Ca sens act: increases calcium sensitivity of human cardiac regulated thin filaments; P19429+P45379; IANBD-labeled TnC RTF fluorescence at EC20 calcium; 0% EC20 calcium, 100% full calcium; activation, % at 7.2 µM; 340,000 compounds, 0.24% hits;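 active means activation above the mean over all tested compounds plus 3 SD, cut at about 30% in these data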;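 further: rise in fluorescence read as greater calcium sensitivity of cardiac thin filaments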
Cardiac RTF inh: cardiac RTF calcium desensitization; 340,000 compounds, 0.12% hits; P19429+P45379; inhibition, % at 7.15 µM; IANBD-labeled cardiac RTF, Ca2+ fluorescence; AID 493244;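 active means inhibition above the mean inhibition of all tested compounds plus 3 SD, cut at about 17% in these data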;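 further: assay run at fixed EC70 calcium of 1.6 mM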
LANA DNA inh: KSHV C-LANA DNA binding inhibition. MBP-C-LANA/FAM-LBS DNA binding, fluorescence polarization. inhibition, % at 9 µM. AID 504423. 340,000 compounds, 0.078% hits;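 active means highest replicate inhibition at or above 60% at 9 µM, even if other replicates fall short; inactive means all replicates below 60% inhibition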;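 further: 0% = neutral control wells and 100% = 4 µM acridine orange control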
Active calls of the source: *.

How did COc1ccccc1-c1nnc(SCC(=O)Nc2ccc(N3CCOCC3)cc2)n1C do in these assays?
dFosB act: -8; Keap1-Nrf2 PPI: 0; SUMO Mot1 rescue: 9; CDK5 inh: -0.4; Rtt109 Vps75: 3; PvdQ acylase: -11; NSD2 HMT inh: 7; PfHsp90 set2: 7; RTF Ca sens act: -1; Cardiac RTF inh: -9; LANA DNA inh: 1.0

How did COc1cc(S(=O)(=O)N2CCOCC2)ccc1N do in these assays?
dFosB act: -2; Keap1-Nrf2 PPI: -3; SUMO Mot1 rescue: -13; CDK5 inh: 0.5; Rtt109 Vps75: -2; PvdQ acylase: 8; NSD2 HMT inh: -1; PfHsp90 set2: -52; RTF Ca sens act: 0; Cardiac RTF inh: -6; LANA DNA inh: 0.7

Results for Nc1nonc1-n1nnc(C(=O)N/N=C/c2ccc(OCc3ccccc3F)cc2)c1CN1CCCCC1 ?
dFosB act: 2; Keap1-Nrf2 PPI: 1; SUMO Mot1 rescue: -16; CDK5 inh: -8.9; Rtt109 Vps75: -5; PvdQ acylase: -18; NSD2 HMT inh: 0; PfHsp90 set2: 2; RTF Ca sens act: 5; Cardiac RTF inh: -2; LANA DNA inh: 2.0

What do the screens show for `Cc1ccc(NC(=O)c2ccnc(C(C)(C)C)c2)cc1`?
dFosB act: -10; Keap1-Nrf2 PPI: -1; CDK5 inh: 0.7; Rtt109 Vps75: 3; PvdQ acylase: -4; NSD2 HMT inh: -1; RTF Ca sens act: 13; Cardiac RTF inh: -7; LANA DNA inh: -1.0

What do the screens show for `CCOC(=O)c1csc(NC(=O)CN2CCOCC2)n1`?
dFosB act: 0; Keap1-Nrf2 PPI: -3; SUMO Mot1 rescue: -4; CDK5 inh: 1.1; Rtt109 Vps75: 6; PvdQ acylase: -7; NSD2 HMT inh: -1; PfHsp90 set2: 0; RTF Ca sens act: 2; Cardiac RTF inh: -9; LANA DNA inh: -1.1

How did CC1CCN(S(=O)(=O)c2cnc[nH]2)CC1 do in these assays?
dFosB act: 4; Keap1-Nrf2 PPI: 3; SUMO Mot1 rescue: 4; Rtt109 Vps75: -4; PvdQ acylase: -13; NSD2 HMT inh: -3; PfHsp90 set2: -10; RTF Ca sens act: 1; Cardiac RTF inh: 1; LANA DNA inh: -1.3

How did O=C(O)C1C2C=CC(C3CC23)C1C(=O)O (centres undefined) do in these assays?
dFosB act: -1; Keap1-Nrf2 PPI: -5; SUMO Mot1 rescue: -5; CDK5 inh: -0.3; Rtt109 Vps75: -1; PvdQ acylase: -7; NSD2 HMT inh: 0; PfHsp90 set2: 10; RTF Ca sens act: 1; Cardiac RTF inh: -1; LANA DNA inh: 0.1

What do the screens show for `O=C(c1cccc(C(F)(F)F)c1)C1CCCN(Cc2cccc(OCCO)c2)C1` (centres undefined)?
dFosB act: 0; Keap1-Nrf2 PPI: 1; SUMO Mot1 rescue: 14; CDK5 inh: -0.7; PvdQ acylase: -1; NSD2 HMT inh: 18; PfHsp90 set2: 2; RTF Ca sens act: -5; Cardiac RTF inh: 15; LANA DNA inh: 0.1

What do the screens show for `O=C(Nc1ccccc1N1CCOCC1)c1ccc(OCc2cscn2)cc1`?
dFosB act: -9; Keap1-Nrf2 PPI: -3; SUMO Mot1 rescue: -2; CDK5 inh: 2.3; Rtt109 Vps75: -3; PvdQ acylase: -11; NSD2 HMT inh: -4; PfHsp90 set2: -1; RTF Ca sens act: -1; Cardiac RTF inh: 1; LANA DNA inh: -1.8

What do the screens show for `O=C(NC(=S)NCc1ccccc1)C1CC1`?
dFosB act: 0; Keap1-Nrf2 PPI: -2; SUMO Mot1 rescue: 117; CDK5 inh: -0.2; Rtt109 Vps75: 9; PvdQ acylase: 7; NSD2 HMT inh: 0; PfHsp90 set2: -14; LANA DNA inh: -0.2

How did CS(=O)(=O)N1CCCC(C(=O)Nc2ccc(F)cc2F)C1 (centres undefined) do in these assays?
dFosB act: -5; Keap1-Nrf2 PPI: -5; SUMO Mot1 rescue: active; CDK5 inh: 0.1; Rtt109 Vps75: 1; PvdQ acylase: -7; NSD2 HMT inh: 2; PfHsp90 set2: 4; RTF Ca sens act: 1; Cardiac RTF inh: 7; LANA DNA inh: -1.4

Results for Cc1cc(C)n2nc(SCc3ccc(C#N)cc3)nc2n1 ?
dFosB act: 2; Keap1-Nrf2 PPI: 0; SUMO Mot1 rescue: 2; CDK5 inh: 0.8; Rtt109 Vps75: 0; PvdQ acylase: 9; NSD2 HMT inh: 4; PfHsp90 set2: -19; RTF Ca sens act: 3; Cardiac RTF inh: -4; LANA DNA inh: -0.1

Results for CCNc1nc(NCC)n2c(SCC(=O)Nc3ccccc3F)nnc2n1 ?
dFosB act: -4; Keap1-Nrf2 PPI: -6; SUMO Mot1 rescue: -3; CDK5 inh: -0.2; Rtt109 Vps75: 1; PvdQ acylase: -12; NSD2 HMT inh: 0; PfHsp90 set2: 47; RTF Ca sens act: 6; Cardiac RTF inh: -3; LANA DNA inh: 0.3

What do the screens show for `CCC(=O)c1ccc(OCC(=O)OCC(=O)NCc2cccs2)cc1`?
dFosB act: 1; Keap1-Nrf2 PPI: 2; SUMO Mot1 rescue: -2; CDK5 inh: 0.7; Rtt109 Vps75: -3; PvdQ acylase: 1; NSD2 HMT inh: 0; PfHsp90 set2: -1; RTF Ca sens act: 1; Cardiac RTF inh: 3; LANA DNA inh: 0.7

What do the screens show for `COc1ccccc1Cn1c(=S)[nH]c2cc(C(=O)N3CCC(C(N)=O)CC3)ccc2c1=O`?
dFosB act: -6; Keap1-Nrf2 PPI: -1; SUMO Mot1 rescue: -2; CDK5 inh: 0.2; Rtt109 Vps75: 2; PvdQ acylase: -11; NSD2 HMT inh: -1; PfHsp90 set2: -3; RTF Ca sens act: -3; Cardiac RTF inh: -6; LANA DNA inh: -2.2

What do the screens show for `CCCN(C(=O)CSc1nnnn1C)C1CCS(=O)(=O)C1` (centres undefined)?
dFosB act: 1; Keap1-Nrf2 PPI: -3; SUMO Mot1 rescue: 5; CDK5 inh: -2.9; Rtt109 Vps75: 2; PvdQ acylase: -3; NSD2 HMT inh: -2; PfHsp90 set2: 8; RTF Ca sens act: 1; Cardiac RTF inh: -11; LANA DNA inh: 1.1

Results for c1ccc(Nc2nc3ccccc3o2)cc1 ?
dFosB act: 6; Keap1-Nrf2 PPI: -3; SUMO Mot1 rescue: -9; CDK5 inh: 2.9; Rtt109 Vps75: -3; PvdQ acylase: -17; NSD2 HMT inh: 15; PfHsp90 set2: -14; RTF Ca sens act: -1; Cardiac RTF inh: 3; LANA DNA inh: -1.1

What do the screens show for `CC1CCc2c(sc(NC(=O)c3ccc(N4C(=O)CCC4=O)cc3)c2C(N)=O)C1` (centres undefined)?
dFosB act: 4; Keap1-Nrf2 PPI: -2; SUMO Mot1 rescue: -1; CDK5 inh: -1.4; Rtt109 Vps75: 1; PvdQ acylase: 3; NSD2 HMT inh: -8; PfHsp90 set2: 7; RTF Ca sens act: -4; Cardiac RTF inh: 1; LANA DNA inh: -1.7

What do the screens show for `CCCCNC(=S)N/N=C/c1cccc(OCC)c1O`?
dFosB act: 5; Keap1-Nrf2 PPI: -1; SUMO Mot1 rescue: 17; CDK5 inh: -5.5; Rtt109 Vps75: -2; PvdQ acylase: -8; NSD2 HMT inh: -2; PfHsp90 set2: -17; RTF Ca sens act: 8; Cardiac RTF inh: -2; LANA DNA inh: 0.7

How did CC(C)c1nnc(NC(=O)CCS(=O)(=O)Cc2ccccc2)s1 do in these assays?
dFosB act: -1; Keap1-Nrf2 PPI: -4; SUMO Mot1 rescue: -10; CDK5 inh: -1.1; Rtt109 Vps75: 13; PvdQ acylase: 6; NSD2 HMT inh: -2; PfHsp90 set2: -11; RTF Ca sens act: -5; Cardiac RTF inh: 8; LANA DNA inh: 0.0

What do the screens show for `O=C(Nc1ccc(N2CCCCC2)cc1)c1cncc(Br)c1`?
dFosB act: -1; Keap1-Nrf2 PPI: 6; SUMO Mot1 rescue: 5; CDK5 inh: -0.8; Rtt109 Vps75: 1; PvdQ acylase: 5; NSD2 HMT inh: 6; PfHsp90 set2: -28; RTF Ca sens act: 5; Cardiac RTF inh: -6; LANA DNA inh: -1.0

How did Cc1nn(CC(=O)N/N=C/c2ccc3c(c2)OCO3)c(C)c1Br do in these assays?
dFosB act: -11; Keap1-Nrf2 PPI: -4; SUMO Mot1 rescue: 14; CDK5 inh: 0.4; Rtt109 Vps75: 1; PvdQ acylase: -6; NSD2 HMT inh: -4; PfHsp90 set2: -14; RTF Ca sens act: -4; Cardiac RTF inh: -2; LANA DNA inh: -0.6

How did O=C1C=C(c2cccc(Br)c2)C[C@@H](c2ccc3c(c2)OCO3)C1 do in these assays?
dFosB act: 4; Keap1-Nrf2 PPI: 0; SUMO Mot1 rescue: -10; CDK5 inh: 0.8; Rtt109 Vps75: -1; PvdQ acylase: 2; PfHsp90 set2: -38; RTF Ca sens act: 3; Cardiac RTF inh: -12; LANA DNA inh: 2.6

Results for CCCC(=O)N(CCN1CCOCC1)c1nc2c(C)cccc2s1 ?
dFosB act: -10; Keap1-Nrf2 PPI: -6; SUMO Mot1 rescue: 37; CDK5 inh: -5.9; Rtt109 Vps75: 7; PvdQ acylase: -9; NSD2 HMT inh: 1; PfHsp90 set2: -20; RTF Ca sens act: 8; Cardiac RTF inh: 1; LANA DNA inh: 1.0

What do the screens show for `O=C(COc1ccc2c(c1)C(=O)CC1(CCCCC1)O2)NCc1ccccn1`?
dFosB act: -7; Keap1-Nrf2 PPI: 4; SUMO Mot1 rescue: 0; CDK5 inh: 0.7; Rtt109 Vps75: -5; PvdQ acylase: 8; NSD2 HMT inh: 0; PfHsp90 set2: 11; RTF Ca sens act: -1; Cardiac RTF inh: -2; LANA DNA inh: -1.8

How did Fc1ccc(N2CCN(C3=Nc4cccc5cccc3c45)CC2)cc1 do in these assays?
dFosB act: 22*; Keap1-Nrf2 PPI: -3; SUMO Mot1 rescue: 4; CDK5 inh: -0.3; Rtt109 Vps75: -2; PvdQ acylase: 2; NSD2 HMT inh: -1; PfHsp90 set2: 5; RTF Ca sens act: 1; Cardiac RTF inh: 7; LANA DNA inh: -0.2

How did O=C(CC(O)c1ccccc1)Nc1ccccn1 (centres undefined) do in these assays?
dFosB act: 2; Keap1-Nrf2 PPI: -5; CDK5 inh: -2.8; Rtt109 Vps75: 7; PvdQ acylase: -14; NSD2 HMT inh: -1; PfHsp90 set2: -64; RTF Ca sens act: 8; Cardiac RTF inh: 3; LANA DNA inh: 1.6

What do the screens show for `O=C1/C(=C/c2cccc3ccccc23)CCCc2ccccc21`?
dFosB act: -14; Keap1-Nrf2 PPI: -9; SUMO Mot1 rescue: 9; CDK5 inh: -4.6; Rtt109 Vps75: 3; PvdQ acylase: -11; NSD2 HMT inh: -1; PfHsp90 set2: 42; RTF Ca sens act: 5; Cardiac RTF inh: 2; LANA DNA inh: -1.9

Compounds were not picked by outcome. Share with any hit: about 3.2%.
